# MK inhibit: inhibitors of Streptococcus pneumoniae mevalonate kinase | AID 555 | purified MK, PK/LDH-coupled NADH absorbance 340 nm | 65,000 compounds, 0.48% hits | inhibition, % at 10 µM;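 active = ranked among the strongest by inhibition in the single 10 µM screen, a fixed top-ranked set picked for dose follow-up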; also: no value below 0 was filed
# HPDE-C7K KRASV12: cytotoxicity in KRAS-transformed pancreatic duct cells, primary screen, cell-based, fluorescence, HTS (AID 431). 63,000 compounds, 1.7% hits. cytotoxicity, % at 10 µM, or EC50 in µM where a hit was titrated. HPDE-C7K KRASV12 cells, Alamar Blue viability, 48 h; higher % means a stronger effect;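 active = compounds whose percent cytotoxicity in the single-dose primary screen, scaled between solvent and toxic-drug controls, exceeds 50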;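 also: 0% = DMSO solvent wells and 100% = doxorubicin-treated wells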
# Bfl-1 inhibitors: displacement of Bid BH3 peptide from Bfl-1 – biochemical, fluorescence polarization, FITC-Bid, mouse, primary screen (AID 432); 64,000 compounds, 0.02% hits; FITC-Bid BH3 peptide fluorescence polarization displacement; higher % means a stronger effect; displacement, % at 20 µM; hits with a dose series show IC50 in µM; in the data active = a potency from the dose series; inactive = the rest, 99 in 100 with displacement below about 15%; also: strong numbers were not always called active
# LYP inhibition: inhibition of human PTPN22 tyrosine phosphatase – biochemical, DiFMUP fluorescence, recombinant catalytic domain, 10 µM, primary screen (AID 606); recombinant LYP catalytic domain, DiFMUP fluorescence; higher % means a stronger effect; 52,000 tested, under 10 active; inhibition, % at 10 µM; hits with a dose series show IC50 in µM;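 active = IC50 under 40 µM in the dose-response test; inactive = IC50 of 40 µM or more, or never dose-tested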
# HPDE-C7 cytotoxicity: HPDE-C7 pancreatic duct cell viability loss – fluorescence, HTS (AID 430); HPDE-C7 pancreatic duct cells viability, fluorescence; higher % means a stronger effect; cytotoxicity, % at 10 µM; hits with a dose series show EC50 in µM; 63,000 compounds, 1.8% hits;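 also: cells exposed to compound for 48 hours before viability readout; 0% = vehicle and 100% = reference cytotoxic drug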
# Alkaline phosphatase: human TNAP enzyme inhibitors, biochemical, luminescent (AID 518) | purified TNAP enzyme, luminescent substrate readout; higher % means a stronger effect | inhibition, % at 20 µM; hits with a dose series show IC50 in µM | 64,000 compounds, 0.09% hits; in the data active = a potency from the dose series; inactive = the rest, 99 in 100 with inhibition below about 22%;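 also: plate controls were vehicle for no effect and reference inhibitor for full effect; many of its hits are not listed in these tables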
# DPM-DC inhibit: blocks S. pneumoniae diphosphomevalonate decarboxylase; purified DPM-DC, PK/LDH coupled NADH fluorescence; calls only at 10 µM; 65,000 compounds, 0.49% hits; AID 556;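 active = the 320 compounds with the highest percent inhibition in the single-dose primary screen, excluding strongly autofluorescent ones, cut at about 32% in these data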;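 also: kinetic rate of NADH fluorescence loss reporting ADP formed by the decarboxylase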
# Spn PMK inh: inhibitors of Streptococcus pneumoniae phosphomevalonate kinase; inhibition, % at 10 µM; purified PMK, PK/LDH-coupled NADH absorbance 340 nm; AID 539; 65,000 compounds, 0.49% hits;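 active = top-ranked compounds by inhibition in the single 10 µM screen, taking a fixed number of the strongest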;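 also: 0% = full reaction with DMSO carrier and 100% = background rate without enzyme reaction; no value below 0 was filed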
# HT1080 cytotoxicity: HT1080 cell viability loss – fluorescence readout (AID 620) | HT1080 viability, fluorescence; higher % means a stronger effect | one-dose cytotoxicity, % at 10 µM; EC50 in µM for titrated hits | 87,000 compounds, 0.42% hits;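 also: cells exposed to compound overnight then 4 h with Alamar Blue; 0% = vehicle DMSO and 100% = killing control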
# Spn PMK inh pilot replicates: recorded beside Spn PMK inh, whose call it bears; inhibition, %; measured here: pilot screen replicates
# MK inhibit pilot replicates: further read-out of MK inhibit, marked with its call; inhibition, %; measured here: pilot screen replicates
# DPM-DC inhibit pilot screen %: recorded beside DPM-DC inhibit, whose call it bears; inhibition, %; measured here: pilot screen trials
# The depositor's hits bear a star; i = inactive; . = not tested or not shown. Rule as the data show it, unless noted: active = cytotoxicity above about 50%; inactive = the rest. An unsorted share of the library, and some 3.3% of all compounds hit somewhere here.
SMILES,MK inhibit,HPDE-C7K KRASV12,Bfl-1 inhibitors,LYP inhibition,HPDE-C7 cytotoxicity,Alkaline phosphatase,DPM-DC inhibit,Spn PMK inh,HT1080 cytotoxicity,others
N#CCSc1nnc(-c2ccccc2O)n1CCc1ccccc1,3,1%,-2%,2%,-1%,11%,i,19,-3%,
CC1(C)CC(=O)C2=C(C1)OC(c1cccs1)C(C#N)=C2N (stereo not given),5,-18%,-23%,13%,-21%,2%,i,5,20%,
Cc1ccc2cc(CN(CC3CCCO3)C(=O)NC3CCCCC3)c(=O)[nH]c2c1C (stereo not given),0,-6%,-11%,18%,-18%,16%,i,22,9%,
Clc1ccc(Cl)c2sc(N3CCCC3)nc12,8,8%,-4%,0%,-5%,5%,i,11,5%,
CC(C)(C)c1nnc2sc(SCC(=O)N3CCCc4ccccc43)nn2c1=O,4,10%,-1%,3%,3%,6%,i,18,4%,
CCc1nc2cc(Cl)c(Cl)cc2[nH]1,12,8%,4%,2%,6%,3%,i,6,-4%,
O=S(=O)(c1ccc2c(c1)OCCO2)N(Cc1ccc(F)cc1)Cc1nnc(-c2cccs2)o1,3,14%,2%,13%,10%,0%,i,10,-6%,Spn PMK inh pilot replicates=0.0;MK inhibit pilot replicates=0.0;DPM-DC inhibit pilot screen %=0.0
Cc1ccc(NC(=O)C2CCN(S(=O)(=O)c3cnc[nH]3)CC2)nc1,8,7%,-4%,.,0%,12%,i,15,-5%,
O=C(Nc1ccc(Oc2ccc(NC(=O)c3ccco3)c(NC(=O)c3ccco3)c2)cc1)c1ccco1,11,30%,-8%,10%,25%,12%,i,9,6%,
CCN(Cc1ccccc1)C(=O)Cn1cnc2c1c(=O)n(C)c(=O)n2C,2,0%,5%,.,-2%,2%,i,11,1%,
Cc1cc(=O)n2nc(N3CCC(C(=O)NCCc4ccccc4)CC3)sc2n1,0,2%,-8%,9%,-16%,10%,i,22,-1%,
Cn1c(NCCN2CCOCC2)nc2c1c(=O)n(Cc1cccc(Cl)c1)c(=O)n2C,6,22%,5%,-8%,18%,10%,i,9,5%,
COC(=O)c1ccc(OCC(=O)c2ccc(O)cc2O)cc1,9,0%,-1%,0%,-2%,8%,i,1,28%,
COc1cccc(NC(=O)CCP(C)(=O)O)c1,9,-12%,-11%,9%,-7%,3%,i,3,-27%,
O=C(NC1CCCCC1)C1CCN(S(=O)(=O)N2CCCCCC2)CC1,0,0%,-4%,4%,1%,2%,i,11,0%,
Cc1cc(C)n(C(=O)CCC2COc3ccccc3O2)n1 (stereo not given),2,-10%,-1%,3%,-8%,8%,i,0,2%,
CC(C)(C)C1(C)OC(C(N)=O)C(C(N)=O)O1 (stereo not given),10,1%,0%,.,6%,6%,i,8,9%,
c1ccc(-c2ccc(C(c3ccccc3)n3ccnc3)cc2)cc1 (stereo not given),6,18µM*,3%,-12%,.,11%,i,17,-12%,Spn PMK inh pilot replicates=4.5;MK inhibit pilot replicates=0.0;DPM-DC inhibit pilot screen %=0.0
O=C(Cc1cccs1)N1CCC(c2nc3c(nnn3Cc3ccccc3Cl)c(=O)[nH]2)CC1,10,4%,-2%,3%,10%,7%,i,19,3%,
O=C(CSc1nnc(C2COc3ccccc3O2)o1)Nc1nccs1 (stereo not given),2,4%,-4%,-6%,-2%,5%,i,0,-3%,
CCOc1nc(NCCc2ccc(OC)c(OC)c2)nc(NC(C)(C)CO)n1,4,-2%,-5%,.,-1%,-6%,i,10,4%,
COc1ccc(C)cc1NC(=O)CSc1nnc(-c2ccccn2)n1Cc1ccco1,2,.,-5%,9%,.,10%,i,8,15%,
CCc1nc2ccccc2n1Cc1ccc(OC)c(OC)c1,2,-11%,3%,12%,-25%,5%,i,2,1%,
Cc1cc(NC(=O)CSc2nc(C(C)C)nc3sc4c(c23)CCCC4)no1,13,22%,-2%,.,10%,12%,i,13,3%,
COc1ccc(OC)c2[nH]c(=O)c(CCNC(=O)C(C)C)cc12,0,13%,-7%,1%,11%,22%,i,0,5%,Spn PMK inh pilot replicates=0.0;MK inhibit pilot replicates=0.5;DPM-DC inhibit pilot screen %=0.0
SMILES,MK inhibit,HPDE-C7K KRASV12,Bfl-1 inhibitors,LYP inhibition,HPDE-C7 cytotoxicity,Alkaline phosphatase,DPM-DC inhibit,Spn PMK inh,HT1080 cytotoxicity,others
O=C(CCc1nc2ccccc2[nH]1)Nc1ccc(F)cc1,6,3%,1%,-12%,2%,8%,i,0,-6%,
COc1cccc(NC(=O)N2CCN(c3cccc(C)c3C)CC2)c1,10,10%,-7%,6%,10%,6%,i,13,-5%,Spn PMK inh pilot replicates=0.5;MK inhibit pilot replicates=8.0;DPM-DC inhibit pilot screen %=0.0
CC1Cn2c(nnc2-c2ccc(F)cc2)S1 (stereo not given),1,11%,0%,-8%,12%,18%,i,9,8%,Spn PMK inh pilot replicates=0.5;MK inhibit pilot replicates=0.0;DPM-DC inhibit pilot screen %=2.5
Cc1occc1-c1nnc(SCC(=O)N2CCN(c3ccccc3)CC2)n1C,4,24%,0%,7%,15%,4%,i,17,-16%,
O=C(O)c1ccccc1S(=O)(=O)c1ccccc1CO,13,.,-1%,-8%,.,12%,i,9,18%,
CC(C)(C)c1ccc(S(=O)(=O)N2CCN(CCC#N)CC2)cc1,0,-8%,-1%,.,-1%,15%,i,3,-2%,
CCOC(=O)c1[nH]c(C)c(C(=O)c2cc(F)ccc2F)c1C,5,71%*,-14%,-10%,72%*,8%,i,8,57%*,
CN(C)CCNC(=O)C(C(=O)c1ccc(F)cc1)n1ccccc1=O (stereo not given),0,-40%,-5%,.,-35%,2%,i,4,-1%,
O=C(c1cccs1)N(C(=O)c1cccs1)c1ccccn1,6,-7%,-3%,4%,-3%,1%,i,6,-3%,
CCS(=O)(=O)n1nc(-c2ccccc2)cc1N,4,0%,-1%,1%,1%,7%,i,11,-8%,
N[C@@H](C(=O)N[C@@H]1C(=O)N2C(C(=O)O)=C(Cl)CS[C@H]12)c1ccccc1,6,-16%,4%,24%,-14%,6%,i,0,50%,Spn PMK inh pilot replicates=0.5;MK inhibit pilot replicates=0.0;DPM-DC inhibit pilot screen %=5.0
OC(COc1ccc(Cl)c2ccccc12)CN1CCN(c2ccccn2)CC1 (stereo not given),7,18%,0%,4%,26%,19%,i,3,-7%,
Cc1c(NC(=O)OCCSc2nc(N(C)C)nc(N(C)C)n2)sc(=S)n1C,8,66%*,6%,11%,60%*,9%,i,24,.,
COC(=O)C1CCN(C(=O)CSc2nnc(-c3ccncc3)o2)CC1,9,2%,3%,10%,-22%,8%,i,4,-4%,Spn PMK inh pilot replicates=0.5;MK inhibit pilot replicates=3.0;DPM-DC inhibit pilot screen %=0.0
CC(C)Sc1nc2c(c(=O)n(C)c(=O)n2C)n1Cc1ccc(Cl)cc1,2,14%,0%,1%,-4%,11%,i,13,-7%,
C=CCSC1=C(C#N)C(c2ccccc2)CC(=O)N1 (stereo not given),7,-2%,-2%,1%,-11%,9%,i,8,5%,Spn PMK inh pilot replicates=2.0;MK inhibit pilot replicates=4.0;DPM-DC inhibit pilot screen %=5.0
Cc1c(/C(O)=C2\C(=O)C(=O)N(CCCN(C)C)C2c2ccccc2)cnn1-c1ccccc1 (stereo not given),7,3%,-4%,15%,-4%,8%,i,0,-1%,
Cc1c(C(=O)O)cnc2cc(-c3ccc(Cl)cc3)nn12,9,0%,8%,-14%,-2%,12%,.,4,-1%,
Cc1ccc(-c2csc3ncnc(Sc4nnc(CN5CCCCCC5=O)o4)c23)cc1,13,2.1µM*,8%,7%,1.8µM*,9%,i,14,20µM*,
CC1CCN(c2ccccc2N)CC1,11,-2%,-10%,2%,-6%,18%,i,15,-6%,
COc1cc(CNC2CCCC2)cc(OC)c1OC,12,-15%,-2%,-5%,-7%,11%,i,14,23%,
CCCN(CCC)S(=O)(=O)c1ccc(NS(C)(=O)=O)cc1,3,-17%,2%,8%,-34%,9%,i,8,1%,Spn PMK inh pilot replicates=2.0;MK inhibit pilot replicates=0.0;DPM-DC inhibit pilot screen %=1.5
Cc1oc(-c2ccccc2F)nc1CN1CCC(C(=O)NCc2cccs2)CC1,0,1%,-6%,6%,-6%,0%,i,7,-2%,
O=S1(=O)CC(O)C(N2CCC(c3ccccc3)CC2)C1 (stereo not given),4,-2%,-5%,3%,2%,6%,i,4,-4%,
CCN(CC)S(=O)(=O)c1ccc2c(c1)nc(SCc1nc3ccsc3c(=O)[nH]1)n2CC,0,16%,1%,-14%,12%,17%,i,7,6%,
SMILES,MK inhibit,HPDE-C7K KRASV12,Bfl-1 inhibitors,LYP inhibition,HPDE-C7 cytotoxicity,Alkaline phosphatase,DPM-DC inhibit,Spn PMK inh,HT1080 cytotoxicity,others
COC(=O)COc1ccc2occ(C(C)=O)c2c1,4,-7%,-5%,9%,0%,5%,i,9,3%,
CN1/C(=C\C(=O)CN2C(=O)NC3(CCCCCC3)C2=O)C(C)(C)c2ccccc21,1,-16%,-3%,2%,-31%,1%,i,0,-6%,
C=CCn1c(=O)c2ccccc2n2c(SCc3nnc(-c4ccccc4Br)o3)nnc12,4,2%,2%,6%,1%,3%,i,15,-2%,
Cc1nnc(Sc2nc(Sc3nnc(C)s3)nc(N3CCN(C)CC3)n2)s1,6,102%*,-6%,-7%,81%*,3%,i,13,60%*,
O=c1[nH]c(=O)n(Cc2ccco2)c2c1C(C(F)(F)F)(C(F)(F)F)N=C(c1ccco1)N2,37,5%,-2%,.,-1%,5%,i,19,4%,
CCOC(=O)c1c(NC(=O)CSc2nnc(-c3cccnc3)o2)sc(C)c1C,6,14%,-12%,9%,7%,13%,i,10,5%,Spn PMK inh pilot replicates=0.5;MK inhibit pilot replicates=2.5;DPM-DC inhibit pilot screen %=1.5
COc1ccc(Cl)cc1S(=O)(=O)NCc1cccs1,0,-1%,-1%,8%,-4%,12%,i,0,-4%,
O=C(O)CCc1ccc(-c2cccs2)n1-c1ccc(C(=O)O)cc1,3,-10%,4%,10%,-17%,11%,i,3,-4%,
CCOC(=O)CC(=O)CSc1nc(-c2cccnc2)cc(C)c1C#N,9,-1%,-6%,5%,-4%,5%,i,14,1%,
COc1ccc(C2CC(c3ccccc3C)n3nc(N)nc3N2)cc1 (stereo not given),3,6%,-4%,2%,4%,6%,i,4,2%,
COc1ccc(-n2ccnc2SCC(=O)Nc2ccc(OC)cc2OC)cc1,5,-14%,-12%,.,-4%,3%,i,13,0%,
Cc1ccc(C2N(c3nccs3)C(=O)C3CCCN32)cc1 (stereo not given),3,.,-7%,8%,.,-20%,i,15,-5%,
CN1C(=S)SC(C)(C)C1NO (stereo not given),9,.,-5%,-6%,.,5%,i,16,26%,
